Bioassay records deposited in PubChem by Vanderbilt High Throughput Screening Facility.
AMPAR-TARP mod = modulates AMPAR-stargazin complexes. O88602+P19491. HEK293 GluA2+stargazin, membrane potential dye (FDSS), glutamate EC50; hits were called plate by plate, in both directions. calls only at 30 µM. hit rate 3.5% among 40,000. AID 1259245;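 active = any of four per-well response measures lying three or more SD from its plate-wide compound average, in either direction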
Target sequence (O88602 whole entry, looked up): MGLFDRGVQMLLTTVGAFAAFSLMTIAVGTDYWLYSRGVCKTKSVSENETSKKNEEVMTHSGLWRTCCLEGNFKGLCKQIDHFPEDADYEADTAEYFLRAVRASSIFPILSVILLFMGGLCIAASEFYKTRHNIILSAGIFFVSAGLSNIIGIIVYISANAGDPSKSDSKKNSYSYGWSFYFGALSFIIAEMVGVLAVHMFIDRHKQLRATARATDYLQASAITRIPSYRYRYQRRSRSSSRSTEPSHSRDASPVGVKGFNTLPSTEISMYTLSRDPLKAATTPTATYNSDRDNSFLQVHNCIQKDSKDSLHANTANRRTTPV
Target sequence (P19491 whole entry, looked up): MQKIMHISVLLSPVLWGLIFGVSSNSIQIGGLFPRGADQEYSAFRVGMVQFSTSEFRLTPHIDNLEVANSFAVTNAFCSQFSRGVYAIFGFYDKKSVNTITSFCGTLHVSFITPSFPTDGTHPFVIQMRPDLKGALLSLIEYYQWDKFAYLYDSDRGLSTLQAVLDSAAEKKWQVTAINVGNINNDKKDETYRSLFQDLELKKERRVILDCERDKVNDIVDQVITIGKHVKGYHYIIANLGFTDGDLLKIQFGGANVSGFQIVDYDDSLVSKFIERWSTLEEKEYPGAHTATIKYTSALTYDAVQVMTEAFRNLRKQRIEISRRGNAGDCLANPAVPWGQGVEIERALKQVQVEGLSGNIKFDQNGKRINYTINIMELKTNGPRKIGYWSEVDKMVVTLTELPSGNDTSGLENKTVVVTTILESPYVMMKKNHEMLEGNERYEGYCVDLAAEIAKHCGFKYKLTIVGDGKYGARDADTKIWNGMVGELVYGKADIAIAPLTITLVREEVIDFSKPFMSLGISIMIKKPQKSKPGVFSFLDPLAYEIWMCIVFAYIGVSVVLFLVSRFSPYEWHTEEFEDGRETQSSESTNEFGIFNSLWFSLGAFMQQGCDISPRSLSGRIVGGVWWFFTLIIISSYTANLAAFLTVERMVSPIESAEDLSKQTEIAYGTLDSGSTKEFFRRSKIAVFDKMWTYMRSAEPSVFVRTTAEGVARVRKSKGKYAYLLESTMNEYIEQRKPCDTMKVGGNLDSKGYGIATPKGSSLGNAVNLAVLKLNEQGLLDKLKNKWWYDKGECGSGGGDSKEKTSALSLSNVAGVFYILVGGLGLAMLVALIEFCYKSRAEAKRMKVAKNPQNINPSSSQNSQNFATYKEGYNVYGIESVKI
AMPAR-TARP mod agonism max-min = second read-out of AMPAR-TARP mod, no call of its own (marks repeat the call); compound max-min signal; compound-alone response (agonism);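 unitless range of fluorescence divided by baseline over first 100 seconds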
AMPAR-TARP mod glutamate slope = second read-out of AMPAR-TARP mod, no call of its own (marks repeat the call); glutamate slope, % of max; measured here: glutamate response slope, % max;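 scaled per plate between vehicle wells and maximal 1 mM glutamate control wells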
Starred values were filed as active, the others as inactive; i = inactive; + = active, no number. Not all compounds are listed; count on the stated rates, not on these rows.

smiles | AMPAR-TARP mod | AMPAR-TARP mod agonism max-min | AMPAR-TARP mod glutamate slope
CCSc1cccc(C(=O)Nc2ccc3scnc3c2)c1 | i | 0.081 | 49
COc1ccc(Cl)cc1NC(=O)N1CCN(c2ccc(-c3ccco3)nn2)CC1 | i | 0.07 | 55
O=C(NCC(O)c1ccc(C(F)(F)F)cc1)C(=O)Nc1cccnc1 (centres undefined) | i | 0.11 | 54
COc1ccc(C)c2sc(N(CCN3CCOCC3)C(=O)c3cccc(S(C)(=O)=O)c3)nc12 | i | 0.18 | 65
C#CCn1c(=NC(=O)c2ccn(C)n2)sc2cc3c(cc21)OCCO3 | i | 0.17 | 54
Cc1ccc(NC(=O)Nc2ccc(-c3ccc(N4CCN(C)CC4)nn3)cc2)cc1 | i | 0.037 | 35
COC(=O)c1ccc2c(=O)n(CCCN3CCN(c4ccccc4F)CC3)c(=S)[nH]c2c1 | i | 0.099 | 65
CCOc1nn(CC)cc1-c1nnc(SCC(=O)Nc2ccccc2)n1C | i | 0.049 | 29
Cc1c(C)n2c3c(=O)n(CCN4CCOCC4)c(=O)n(C)c3nc2n1C1CCCC1 | i | 0.1 | 35
Cc1cccc(Cn2c(C3CC(=O)N(Cc4ccccc4)C3)nc3ccccc32)c1 (centres undefined) | + | 0.23* | 45*
O=C(COc1ccccc1)NCCOc1ccc2nnc(-c3cccc(F)c3)n2n1 | i | 0.097 | 51
CCOC(=O)c1c(NC(=O)CCCS(=O)(=O)c2ccccc2)sc2ccccc12 | i | 0.047 | 42
O=C(COc1ccccc1)NCCOc1ccc(-c2ccco2)nn1 | i | 0.033 | 63
CCOC(=O)C1CCN(S(=O)(=O)CCCOc2ccc(F)cc2)CC1 | i | 0.072 | 69
C=CCN1CC(c2nc3ccccc3n2CCOc2ccccc2)CC1=O (centres undefined) | i | 0.1 | 41
Cc1onc(-c2ccccc2Cl)c1C(=O)NCCc1csc2nc(-c3cccc(F)c3)nn12 | i | 0.13 | 57
CCOCCn1cnc2cc(C)c(C)cc21 | i | 0.09 | 68
COc1ccc(SCCC(=O)Nc2ccc(OC)c3ccccc23)cc1 | i | 0.11 | 59
COc1ccccc1/C=C1/SC(=S)N(c2ccc3c(c2)OCO3)C1=O | i | 0.076 | 49
COc1ccc(CCNC(=O)Nc2c[nH]c3ccccc23)cc1 | i | 0.13 | 64
CSCCC(C)(O)CNC(=O)c1cc(-c2ccco2)on1 (centres undefined) | i | 0.074 | 55
COc1ccccc1CCNC(=O)Cc1csc(NC(=O)c2ccc(=O)[nH]c2)n1 | i | 0.081 | 45
O=C1C2C3C=CC(C3)C2C(=O)N1c1cccc(-c2nc3ccccc3c(=O)o2)c1 (centres undefined) | i | 0.081 | 31
COc1ccc(S(=O)(=O)N2CCCC2CNC(=O)C(=O)NCc2ccccn2)cc1 (centres undefined) | i | 0.11 | 72
COc1cc(OC)cc(C(=O)Nc2ccc3ncsc3c2)c1 | i | 0.069 | 47
CC1(C)N=C(SCC(=O)Nc2ccccc2)C(c2ccc(Br)cc2)=N1 | i | 0.13 | 52
Cc1cc(C)cc(OCCNC(=O)Cn2nc(-c3ccncc3)ccc2=O)c1 | i | 0.041 | 52
O=C(Nc1cccc([N+](=O)[O-])c1)C(=O)N1CCC(Cc2ccccc2)CC1 | i | 0.14 | 59
CCOc1ccccc1-n1c(C)cn2c3c(=O)n(C/C=C/c4ccccc4)c(=O)n(C)c3nc12 | i | 0.063 | 60
COc1ccc(NC(=O)C(=O)NCC2COC3(CCCC3)O2)cc1OC (centres undefined) | i | 0.033 | 48
COC(=O)Cn1cnc2sc(C)c(-c3ccc(Br)cc3)c2c1=O | i | 0.066 | 51
NC(=O)c1ccc(NC(=O)C(=O)NCc2ccccc2)cc1 | i | 0.056 | 33
O=C(Nc1ccc(Nc2cc(-n3cccn3)ncn2)cc1)C1CCCC1 | i | 0.16 | 50
CC(=O)c1ccc(OCC(O)CN2CCN(c3cccc(Cl)c3)CC2)cc1 (centres undefined) | i | 0.032 | 55
COc1ccccc1N1CCN(C(=O)c2cccc(N3C(=O)NC4CC3(C)Oc3ccccc34)c2)CC1 (centres undefined) | i | 0.11 | 66
CC(C)(C)c1csc(CN2CCN(S(=O)(=O)c3ccc4c(c3)OCCO4)CC2)n1 | i | 0.11 | 46
O=C(C1CCCO1)N1CCC2(CC1)NC(=O)N(CCc1ccccc1)C2=O (centres undefined) | i | 0.048 | 28
CCOC(=O)c1ccc(NC(=O)c2ocnc2C)cc1 | i | 0.17 | 75
CCOc1cccc(/C=C/c2ccc3cccc(O)c3n2)c1O | i | 0.12 | 28
CCSc1ccc(CC(=O)Nc2sc3c(c2C#N)CCCC3)cc1 | i | 0.088 | 58
COc1cccc(NC(=O)CN2CCCCC2)c1 | i | 0.041 | 33
CCOc1ccc(-c2ccc(=O)n(CCNS(=O)(=O)c3ccc(OC)cc3OC)n2)cc1 | i | 0.028 | 52
CC(C)c1csc(NC(=O)c2ccc(S(=O)(=O)N(C)C3CCCCC3)cc2)n1 | i | 0.1 | 66
CCS(=O)(=O)N1CCCc2cc(NC(=O)NCCc3ccc(OC)cc3)ccc21 | i | 0.1 | 54
CN1CCN(n2c3c(c(SCC(=O)NCc4ccc5c(c4)OCO5)nc2=O)CCC3)CC1 | i | 0.15 | 54
CN(C)C(=O)CSc1nc2ccc(F)cc2[nH]1 | i | 0.064 | 24
COc1ccc(N(CC(O)CNCCC(C)C)S(=O)(=O)c2ccc(C)cc2)cc1 (centres undefined) | + | 0.059* | 43*
CCOc1ccc(-c2nc(C(N)=O)c3[nH]c(=O)n(-c4cccc(OC)c4)c3n2)cc1 | i | 0.1 | 53
CCOc1ccc(N(Cc2ccccc2)S(=O)(=O)c2ccc3nncn3c2)cc1 | i | 0.09 | 70
COCCN1CCC(CNC(=O)C(=O)Nc2ccc(C)c(C)c2)CC1 | i | 0.051 | 59

Continued.
smiles | AMPAR-TARP mod | AMPAR-TARP mod agonism max-min | AMPAR-TARP mod glutamate slope
COc1ccc(/C=C/C(=O)Nc2c(C)cccc2C(C)C)c(OC)c1 | i | 0.057 | 83
CC(=O)Nc1cccc(NC(=O)CSc2nc(=O)n(CCO)c3c2CCCC3)c1 | i | 0.034 | 60
Cc1cccc(-n2nc3c(c2-n2cccc2)CN(C(=O)c2snnc2C)C3)c1 | i | 0.072 | 68
Cc1ccc([N+](=O)[O-])cc1NC(=O)C(=O)N1CCN(c2ccc(F)cc2)CC1 | i | 0.14 | 74
Cc1cc(C)n(-c2cc(NCCNC(=O)Nc3ccc(F)cc3F)ncn2)n1 | i | 0.099 | 61
Fc1cccc(Cl)c1Cn1c(CN2CCCC2)nc2ccccc21 | + | 0.19* | 53*
C=CCCCNC(=O)OC(C)(C)C | i | 0.056 | 77
Cc1nn2c(-n3ccnc3)cc(-c3ccccc3)nc2c1-c1ccccc1 | i | 0.11 | 57
O=C(Cn1c(=O)c2sccc2n(Cc2ccccc2F)c1=O)NCCc1ccccc1 | i | 0.12 | 64
COc1ccc(SCCC(=O)Nc2sc3c(c2C#N)CCC(C)C3)cc1 (centres undefined) | i | 0.11 | 63
O=C(CCS(=O)(=O)c1ccccc1)Nc1sccc1-c1nc2ccccc2s1 | i | 0.072 | 74
O=C(Nc1cccc([N+](=O)[O-])c1)c1ccc(=O)n(Cc2ccccc2F)c1 | + | 0.15* | 65*
CN1CCN(n2c3c(c(SCC(=O)Nc4ccccc4[N+](=O)[O-])nc2=O)CCC3)CC1 | i | 0.15 | 56
O=C(Cc1cc(-c2ccco2)on1)NCCC(c1ccccc1)c1ccccc1 | i | 0.052 | 53
Cc1nnc(NC(=O)C2CCN(C(=O)NC3CC3)CC2)s1 | i | 0.099 | 64
O=C(Nn1cnc2c(cnn2-c2ccccc2)c1=O)c1ccc(S(=O)(=O)N2CCCC2)cc1 | i | 0.096 | 73
CCOC(=O)c1ccc(NC(=O)CCl)cc1 | i | 0.15 | 53
Cc1cccn2c(=O)c3cc(C(=O)NCCC(C)C)n(Cc4ccccc4)c3nc12 | i | 0.086 | 59
CN1CCN(C(=O)c2ccc(Cl)cc2)CC1 | i | 0.042 | 55
COc1ccc(S(=O)(=O)N2CCC(C(=O)Nc3cc(C)cc(C)c3)CC2)cc1 | i | 0.11 | 51
COCC(C)(O)CNC(=O)C1CC(=O)N(c2cccc(OC)c2)C1 (centres undefined) | i | 0.11 | 58
Cc1c(-c2ccccc2)c(=O)oc2c3c(ccc12)OCN(CCN1CCOCC1)C3 | i | 0.064 | 39
Cc1ccc(C)c2sc(NC(=O)C3CCCN(S(C)(=O)=O)C3)nc12 (centres undefined) | i | 0.1 | 48
Cc1cc(=O)oc2c1c(C)nn2CN1CCN(C)CC1 | i | 0.13 | 71
CC(C)OCCCNC(=O)C(=O)NC(C)c1ccccc1 (centres undefined) | i | 0.14 | 58
Cc1ccc(O)c(C2=Nc3ccccc3N=C(c3ccc(F)cc3)C2)c1 | i | 0.075 | 40
C=C(C)Cn1c(=O)c2c(nc3n(-c4cccc(OC)c4)c(-c4ccccc4)cn23)n(C)c1=O | i | 0.12 | 83
CCC(C)(C(=O)NC1CCCCC1)N(Cc1ccco1)C(=O)c1ccc(=O)[nH]c1 (centres undefined) | i | 0.033 | 65
Cc1ccc(S(=O)(=O)NCCOc2ccc(-c3ccc(F)cc3)nn2)cc1C | + | 0.057* | 74*
CC(=O)N1c2ccc(S(=O)(=O)N3CCN(c4ccc5nncn5n4)CC3)cc2CC1C (centres undefined) | i | 0.11 | 42
COc1ccc(N2CCCn3c2nc2c3c(=O)n(Cc3cccc(C)c3)c(=O)n2C)c(OC)c1 | i | 0.13 | 64
O=C(NCc1n[nH]c(=O)c2ccccc12)c1cccs1 | i | 0.11 | 46
CCOc1ccc(-c2cn(-c3ccc(C)cc3)c(=S)[nH]2)cc1 | i | 0.18 | 56
COc1cccc(CNC(=O)C2CN(C(C)=O)C2)c1 | i | 0.093 | 54
Cc1c(O)ccc2c(=O)c(-c3ccc(F)cc3)c(C(F)(F)F)oc12 | i | 0.14 | 65
O=C(NCC(c1ccc2c(c1)OCO2)N1CCN(c2ccccc2F)CC1)c1ccsc1 (centres undefined) | i | 0.095 | 51
Cc1ccnc(Nc2ccc(NCCNC(=O)c3ccc(F)cc3)nn2)c1 | i | 0.034 | 23
Cc1ccc(NC(=O)CSC2=NC(C)(C)N=C2c2ccccc2)c(C)c1 | i | 0.11 | 62
O=C(CS(=O)(=O)Cc1ccccc1)Nc1ccccc1-c1nc2ccccc2[nH]1 | i | 0.12 | 50
COC(=O)N1CCN(CCN)CC1 | i | 0.042 | 48
O=C(NCCCO)C(=O)Nc1ccc2c(c1)OCCO2 | i | 0.052 | 55
COc1ccc(N2CCN(S(=O)(=O)c3c(Cl)cccc3Cl)CC2)cc1 | i | 0.092 | 58
Cc1cc(S(=O)(=O)c2cc3cc(Br)ccc3oc2=O)ccc1F | i | 0.12 | 54
Cc1cc2c(=O)n(Cc3ccco3)c(SCC(N)=O)nc2s1 | i | 0.09 | 54
O=C(N1CCOCC1)N1CCN(S(=O)(=O)c2ccc3ccccc3c2)CC1 | i | 0.082 | 67
CC(C)NC(=O)CSc1nc2ccccc2c(=O)n1Cc1ccc(C(=O)NC2CC2)cc1 | i | 0.057 | 81
COc1cccc(N2C(=O)C3ON(c4ccccc4C)C(c4cccs4)C3C2=O)c1 (centres undefined) | i | 0.08 | 56
Cc1sc(NC(=O)C2CCCCC2)c(-c2nc3ccccc3s2)c1C | i | 0.081 | 37
COc1cn(CC(=O)Nc2ccc3c(c2)OCO3)c(CSc2nncn2C)cc1=O | i | 0.041 | 57
O=C(CCc1ccccc1)NCCS(=O)(=O)N1CCN(c2ncccn2)CC1 | i | 0.077 | 61

Next structures:
smiles | AMPAR-TARP mod | AMPAR-TARP mod agonism max-min | AMPAR-TARP mod glutamate slope
O=C(NCCCN1CCCC1=O)C(=O)Nc1c2c(nn1-c1cccc(Cl)c1)CSC2 | i | 0.024 | 47
COc1nn(C)cc1C(=O)NCC(=O)NCCc1ccncc1 | i | 0.087 | 58
CS(=O)(=O)c1ccc(CC(=O)Nc2nc(-c3ccccc3)c(C(=O)c3ccccc3)s2)cc1 | i | 0.13 | 64
O=C(NC(Cc1ccccc1)C(=O)O)c1ccccc1 (centres undefined) | i | 0.061 | 50
O=C(NCC(c1ccc(F)cc1)N1CCOCC1)NC1CCCCC1 (centres undefined) | i | 0.057 | 45
Cc1cc(C(=O)N(Cc2ccccn2)c2nc3ccc(F)cc3s2)on1 | i | 0.05 | 34
CC1CCN(c2oc(-c3ccc(S(=O)(=O)N4CCCCCC4)cc3)nc2C#N)CC1 | i | 0.11 | 83
O=C(NCc1ccc(OCc2ccccc2)cc1)C1CN(C(=O)c2cccs2)C1 | i | 0.072 | 60
CC(=O)Cc1nsc(NC(=O)c2cc(-c3ccc(Cl)cc3[N+](=O)[O-])oc2C)n1 | i | 0.13 | 47
CCOC(=O)C1CCN(C(=O)CCc2csc(NC(=O)c3ccc[nH]c3=O)n2)CC1 | i | 0.17 | 56

Entries shown so far containing a Cl atom:
smiles | AMPAR-TARP mod | AMPAR-TARP mod agonism max-min | AMPAR-TARP mod glutamate slope
COc1ccc(Cl)cc1NC(=O)N1CCN(c2ccc(-c3ccco3)nn2)CC1 | i | 0.07 | 55
Cc1onc(-c2ccccc2Cl)c1C(=O)NCCc1csc2nc(-c3cccc(F)c3)nn12 | i | 0.13 | 57
CC(=O)c1ccc(OCC(O)CN2CCN(c3cccc(Cl)c3)CC2)cc1 (centres undefined) | i | 0.032 | 55
Fc1cccc(Cl)c1Cn1c(CN2CCCC2)nc2ccccc21 | + | 0.19* | 53*
CCOC(=O)c1ccc(NC(=O)CCl)cc1 | i | 0.15 | 53
CN1CCN(C(=O)c2ccc(Cl)cc2)CC1 | i | 0.042 | 55
COc1ccc(N2CCN(S(=O)(=O)c3c(Cl)cccc3Cl)CC2)cc1 | i | 0.092 | 58
O=C(NCCCN1CCCC1=O)C(=O)Nc1c2c(nn1-c1cccc(Cl)c1)CSC2 | i | 0.024 | 47
CC(=O)Cc1nsc(NC(=O)c2cc(-c3ccc(Cl)cc3[N+](=O)[O-])oc2C)n1 | i | 0.13 | 47
